# Assay outcomes (PubChem)
# Luciferase inh: Firefly luciferase inhibition profiling of diverse chemical library using quantitative high-throughput screening; Luciferin 4-monooxygenase (Photinus pyralis), P08659; purified P. pyralis luciferase, luminescence, biochemical; 76,000 tested, 2.5% active; Potency, µM (series often up to 115 µM), without a hit: at the top dose activity change, negative = inhibition, hits mostly inhibitors; AID 1347043, 2019; note: potency is the fitted concentration of half-maximal effect; nearly all actives have a fitted effect of over 65% in size
# Target sequence (P08659 whole entry, looked up): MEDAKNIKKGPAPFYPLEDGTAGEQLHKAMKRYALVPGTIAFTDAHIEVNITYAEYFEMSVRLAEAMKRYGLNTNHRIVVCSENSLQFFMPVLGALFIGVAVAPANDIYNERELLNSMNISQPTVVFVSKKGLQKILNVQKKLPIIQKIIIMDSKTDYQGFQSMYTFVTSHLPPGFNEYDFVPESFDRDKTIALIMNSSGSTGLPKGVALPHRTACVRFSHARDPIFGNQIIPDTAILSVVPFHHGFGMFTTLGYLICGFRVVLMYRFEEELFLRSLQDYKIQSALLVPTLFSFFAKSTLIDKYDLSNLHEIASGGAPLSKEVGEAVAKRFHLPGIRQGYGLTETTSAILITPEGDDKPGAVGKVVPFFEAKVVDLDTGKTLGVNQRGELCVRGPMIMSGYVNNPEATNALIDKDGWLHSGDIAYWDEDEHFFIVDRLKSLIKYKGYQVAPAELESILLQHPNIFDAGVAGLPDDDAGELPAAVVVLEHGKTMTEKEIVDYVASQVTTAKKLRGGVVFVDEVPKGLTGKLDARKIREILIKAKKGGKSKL
#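 Purified 10nM P. pyralis luciferase with 10uM D-luciferin and 10uM ATP in 50mM Tris acetate pH 7.5, 10mM Mg acetate, 0.01% Tween-20, 0.05% BSA. qHTS titration; luminescence read by CCD imager.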
# SNCA expr inhib: Primary qHTS assay for inhibitors of alpha-synuclein gene (SNCA) expression; HEK-293 SNCA-luciferase knock-in, luminescence, 24 h; Potency, µM (series often up to 57.2 µM), without a hit: at the highest dose activity change, negative = inhibition, usual class: inhibitors; 140,000 tested, 0.17% active;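 note: potency is the fitted concentration of half-maximal effect; plate controls were DMSO cells for no effect and cell-free wells for full effect; nearly all actives have a fitted effect of over 45% in size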
# GPT2 inh: Primary qHTS assay for inhibitors of Glutamate pyruvate transaminase 2 (GPT2); Alanine aminotransferase 2 (Homo sapiens), Q8TD30; Recombinant GPT2, coupled pyruvate oxidase/HRP Amplex Red fluorescence; Potency, µM (doses to about 57.7 µM), without a hit: top-dose activity change, negative = inhibition, usual class: inhibitors; 100,000 tested, 0.25% active; AID 1671188, 2021; note: potency is the fitted concentration of half-maximal effect; nearly all actives have a fitted effect of over 60% in size; many of its hits are not listed in these tables
# Target sequence (Q8TD30 whole entry, looked up): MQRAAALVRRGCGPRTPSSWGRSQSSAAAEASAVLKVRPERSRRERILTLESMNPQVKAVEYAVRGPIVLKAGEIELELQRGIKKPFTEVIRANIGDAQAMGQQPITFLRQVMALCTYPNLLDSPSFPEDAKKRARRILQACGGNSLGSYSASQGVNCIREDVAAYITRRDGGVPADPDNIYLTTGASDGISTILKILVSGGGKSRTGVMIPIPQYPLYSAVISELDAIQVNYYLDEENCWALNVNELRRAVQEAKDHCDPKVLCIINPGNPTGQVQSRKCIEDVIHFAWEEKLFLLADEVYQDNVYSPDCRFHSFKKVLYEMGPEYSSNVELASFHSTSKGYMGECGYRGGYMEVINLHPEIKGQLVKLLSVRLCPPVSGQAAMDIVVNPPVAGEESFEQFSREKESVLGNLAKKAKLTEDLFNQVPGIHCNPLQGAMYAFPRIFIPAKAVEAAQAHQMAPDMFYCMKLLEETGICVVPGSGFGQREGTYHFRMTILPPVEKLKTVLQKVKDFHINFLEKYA
#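 GPT2 10ng/uL, a-KG 250uM, L-Ala 2mM, HEPES pH7.5 + 0.0001% Tween; 30 min RT. Then Amplex mix (PO/HRP/ThPP), 30 min RT dark, fluorescence. AOA 50uM used as positive control.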
# 3T3 cytotox: Cytotoxic Profiling in NIH 3T3 Cell Line of Diverse Libraries Using Quantitative High-Throughput Screening | NIH 3T3 viability, CellTiter-Glo ATP luminescence, 48-72 h | Potency, µM (top dose mostly 96.7 µM), without a hit: top-dose activity change, negative = cytotoxicity, most hits filed as inhibitors | 94,000 tested, 4.3% active | AID 1345082, 2018; note: potency is the fitted concentration of half-maximal effect; nearly all actives have a fitted effect of over 55% in size
#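 Cytotoxicity was measured by CellTiter-Glo ATP luminescence after 48 or 72 h compound exposure at 37 °C. Mouse NIH 3T3 fibroblasts were seeded at 400 cells/well and dosed by 23 nL pin transfer.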
# HEK cytotox: Cytotoxic Profiling in HEK 293 Cell Line of Diverse Libraries Using Quantitative High-Throughput Screening; 94,000 tested, 6.6% active; HEK 293 viability, ATP luminescence (CellTiter-Glo), 48-72 h; Potency, µM (doses to about 115 µM), for inactives: at the top dose activity change, negative = cytotoxicity, hits mostly inhibitors; note: potency is the fitted concentration of half-maximal effect; nearly all actives have a fitted effect of over 60% in size
#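 250 HEK 293 cells/well; compound by pintool; incubated 48 or 72 hr at 37 degree Celsius; CellTiter-Glo added, 10 min RT, luminescence imaged.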
# IP6K1 inh: Primary qHTS assay for small molecule inhibitors of Inositol hexaphosphate kinase 1 (IP6K1); IP6K1 kinase, ADP-Glo luminescence, 2 h; hits give low values; AID 1645851, 2021; Inositol hexakisphosphate kinase 1 (Homo sapiens), Q92551; 140,000 tested, 0.81% active; activity change, % (series mostly up to about 58 µM); in the data active = activity change below about -25%
#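 ADP-Glo luminescence measures ADP made by human IP6K1 during a 2 h RT reaction with ATP/IP6 (mix at 1.3 mM/130 uM); top library doses 57.5 and 19.1 uM final.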
# SNCA viab count: GF-AFC viability counterscreen for inhibitors of alpha-synuclein gene (SNCA) expression. HEK-293-SNCA-luc viability, GF-AFC fluorescence, 24 h. Potency, µM (titrated, usually from 57.1 µM), for inactives: at the highest dose activity change, negative = cytotoxicity, usual class: cytotoxic. 150,000 tested, 0.12% active. AID 1671193, 2021;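 note: potency is the fitted concentration of half-maximal effect; 0% = DMSO-treated cells and -100% = medium-only wells without cells; nearly all actives have a fitted effect of over 30% in size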
#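 HEK-293-SNCA-luc cells (1500/well) plated 24 h, then exposed 24 h to a dilution series; GF-AFC added 30 min at 37C, fluorescence 405/540 nm; normalised to medium-only and DMSO wells, Hill fit.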
# The depositor's hits bear a star; i = inactive; ? = inconclusive; nt = no result given; [ ] = remark or other dose. Unless noted, calls come from the whole dose curve; as a rule, active = well fitted curve in the direction sought with a large enough effect; inconclusive = small, poorly fitted or top-dose-only effect, or another doubt; inactive = no such curve, though single readings can be large; an effect the other way counts as inactive or inconclusive. Unless noted, % is set by controls: 0 for no effect and ±100 for the full control effect. This is a subset, so the mix of outcomes need not match the whole.
# The line under a structure holds: Luciferase inh	SNCA expr inhib	GPT2 inh	3T3 cytotox	HEK cytotox	IP6K1 inh	SNCA viab count
CCC(=O)N1CCc2cc(S(=O)(=O)NC(C(=O)NCc3ccc(OC)cc3)C(C)C)ccc21 (stereo not given)
  nt	-4%	nt	nt	nt	-9	3%
Cc1cccc(CNC(=O)COc2ccc(NC(=O)C3CC3)cn2)c1
  -14%	-19%	1%	-4%	3%	16	-2%
O=C(CCc1ccccc1)NCc1nc2cccnc2n1Cc1ccc(F)cc1
  nt	-26%	nt	nt	nt	13	-15%
CN(Cc1ccccc1F)Cc1ccccc1F
  2%[230 µM]	-27%[87.6 µM]	i	0%[174 µM]	i	5	-4%[87.6 µM]
CNC(=O)c1cc(C)nc2onc(C3CCN(C(=O)c4ccccc4Cl)C3)c12 (stereo not given)
  nt	nt	nt	-12%	-3%	4	nt
Cc1ccc(-c2nnc(C3CN(C(=O)c4cccnc4C)CC34CCOCC4)o2)cc1 (stereo not given)
  -8%	6%	i	-15%	-11%	8	-5%
O=C(Cc1cccn1-c1ccc(F)cc1)NC1CCCC1
  0%	9%	i	-21%	-17%	-9	2%
Cc1ccc(CNC(=O)Cn2c(=O)cc(C)c3c(C)nn(-c4cccc(F)c4)c32)cc1
  nt	-19%	nt	nt	nt	-18	-9%
O=C(CC1CCOCC1)N1CCN(C(=O)c2ccco2)CC1
  -13%	14%	i	-16%	-1%	-6	-8%[12.5 µM]
Cn1cncc1C(N)(c1ccc(Cl)cc1)c1ccc2c(c1)c(-c1cccc(Cl)c1)cc(=O)n2C (stereo not given)
  nt	nt	i	nt	nt	-26*	9.5µM*
COCc1nc(C2CCN(S(=O)(=O)c3ccc4c(c3)OCCO4)C2)no1 (stereo not given)
  nt	6%	5%	-30%	?	-16	0%
Cc1cc(C[C@@H]2COC[C@@H]2NC(=O)c2cnn(-c3ccccc3)c2)on1
  -4%	-4%	2%	i	i	1	6%
O=C1N(c2ccccc2)c2ccccc2C12CCN([S+](=O)([O-])c1ccccc1)C2 (stereo not given)
  nt	-15%	-21%	?	?	6	-28%
c1cncc(-c2nc(CCNc3ncncn3)cs2)c1
  4%	4%	0%[11.5 µM]	-14%	0%	-2	1%
O=C(c1nc2cccnc2n(Cc2ccccc2)c1=O)N1CCN(C(=O)C2CCCC2)CC1
  nt	4%	i	-21%	-12%	0	-13%[12.5 µM]
CCN1CC2(CCN(C(=O)c3cccc(N4CCOCC4)c3)CC2)OC1=O
  0%	2%	i	-2%	-6%	5	4%
CSc1ccc(-c2cccc(CN3CCC(NC(=O)c4c(C)noc4C)CC3)c2)cc1
  nt	nt	nt	-23%	?	-1	nt
O=C(O)[C@H]1C[C@@H](C(=O)NCc2ccncc2)CN(C(=O)C2CC2)C1
  1%	1%	-11%	3%	?	-9	-1%
COc1ccc(C2(C(=O)NC3CCc4n[nH]c(=O)n4CC3)CCCCC2)cc1 (stereo not given)
  8%	-8%	i	0%	i	3	-16%
COc1ccccc1C(=O)N1C[C@@H]2CCCN3CCC[C@@H]([C@H]23)[C@H]1CCCC(=O)N1CCOCC1
  0%	4%	5%	i	5%	-11	2%
CN1C[C@@H](NS(=O)(=O)c2ccccc2)C[C@H]1c1nc(-c2ccccn2)no1
  22µM*	-11%[87.6 µM]	0%[88.5 µM]	?	-27%[172 µM]	-21	-17%[87.6 µM]
O=C1CCCN1CCCN1C(=O)[C@H]2CN(Cc3cccc(F)c3F)C[C@H]2C1=O
  10%	-15%	i	-21%	3%	-6	-1%
Cc1cc(Nc2ccc(C)c(Cl)c2)n2nc(-c3ccccc3)nc2n1
  nt	27%	nt	nt	nt	14	-3%
COc1ccc(-c2nc(C(C)C)nc3c2CCN(C(=O)c2ccccc2F)CC3)cc1
  -8%	10%	i	-22%	?	3	?
O=C1COCC2(CN1)CN(c1ccc(Oc3ccccc3)cc1)C2
  0%[172 µM]	7%[87.6 µM]	3%[88.5 µM]	?	?	6	-8%[87.6 µM]
COCc1noc([C@@H]2CN(C(=O)CCC(C)C)C[C@H]2CO)n1
  4%	-3%	i	-5%	1%	-9	6%
CCOC(=O)c1cc(-c2ccc(OC)cc2)n(CCC(=O)NCCc2ccc(OCC)c(OCC)c2)c1C
  nt	-4%	nt	nt	nt	-14	8%
Cc1noc(-c2cn(C3CCN(C(=O)c4ccc(F)c(Cl)c4)C3)nn2)n1 (stereo not given)
  15%	?	i	-10%	3%	0	-2%
COC1CCC12CCN(C(=O)Cc1cccc(F)c1)CC2 (stereo not given)
  0%	2%	0%	-15%	-7%	7	-3%
CC1(C)CC2CC(C)(CN2C(=O)CC(c2ccccc2Cl)c2c[nH]c3ccccc23)C1 (stereo not given)
  -7%	-24%	4%	?	25µM*	-4	-17%
COc1ccc(C(=O)N2CCCC(C(=O)N3CCC(N4CCCC4=O)CC3)C2)cc1 (stereo not given)
  nt	23%	i	-8%	3%	-2	13%
COc1cc(F)ccc1-c1cc2c(nc1OC)nc(CC1CC1)n2C
  1%[172 µM]	6%[87.6 µM]	-6%[88.5 µM]	?	?	16	-15%[87.6 µM]
COc1ccccc1Nc1ccnc(N2CCC(NC(=O)c3ccc(Cl)nc3)CC2)n1
  nt	15%	-12%	-21%	?	-9	9%
CCOc1ccc(C(=O)c2cn(CC(=O)Nc3ccc(F)cc3)c3cc4c(cc3c2=O)OCO4)cc1
  nt	5%	nt	nt	nt	1	-2%
COc1ccc2cc1Nc1ccc(cc1)C[C@H](NCc1ccc(O)cc1)C(=O)N(C)[C@H](C(=O)NCCOc1ccccc1)C2
  0%	-14%	-7%	?	?	5	3%
COC(=O)c1c(-c2cccs2)csc1NC(=O)COc1ccc(C(C)C)cc1
  nt	0%	nt	nt	nt	-1	16%
O=C(NCc1ccc(F)cc1)c1ccc(CS(=O)Cc2ccc(Cl)cc2)o1 (stereo not given)
  nt	39%[activator]	nt	nt	nt	10	-2%
O=C1NC2(CCN(C(=O)c3cccnc3)C2)N=C1c1ccncc1 (stereo not given)
  -5%[172 µM]	2%[87.6 µM]	-4%[88.5 µM]	1%[138 µM]	-2%[172 µM]	8	9%[87.6 µM]
CCc1nnc(SCc2nc(-c3cccc(C)c3)oc2C)c2cc3sc(C)cc3n12
  nt	15%	nt	nt	nt	57	1%
CCOC(=O)CCCn1nc2n(c1=O)CCN(Cc1cccc(Cl)c1)C2=O
  9%	12%	i	i	-4%	4	-2%
CC1=C(CCC(C)CC(=O)O)[C@@]2(C)CCCC(C)(C)C2CC1=O (stereo not given in full)
  nt	nt	i	nt	nt	18	-8%
O=C(CC1COCCN1)N1CCN(C(=O)c2ccco2)CC1 (stereo not given)
  6%	2%	-8%	-3%	-10%	11	-2%
CN1CCC2(C1)CN(Cc1ccccc1)c1ccc(C(=O)NC3COC3)cc12 (stereo not given)
  -12%[172 µM]	-4%[87.6 µM]	-25%[88.5 µM]	-7%[138 µM]	?	11	4%[87.6 µM]
CC(C)C(=O)N1CCC2(CC1)OC(=O)N(Cc1ccccc1C#N)C2(C)c1ccccc1 (stereo not given)
  -1%[172 µM]	14%[87.6 µM]	-3%[88.5 µM]	?	-9%[172 µM]	-3	1%[87.6 µM]
N#Cc1ccc(CN2CC[C@H](c3nnc(-c4ccccc4F)o3)C2)cc1
  -3%[172 µM]	5%[87.6 µM]	2%[88.5 µM]	-15%[138 µM]	?	-12	-26%[87.6 µM]
COc1cc(C=CC(=O)O)ccc1O
  nt	2%	?	nt	nt	nt	5%
COc1ccccc1N1CCN(C(=O)CN2C(=O)COc3ccc(S(=O)(=O)N4CCC(C)CC4)cc32)CC1
  nt	-1%	nt	nt	nt	2	-5%
COC(=O)c1cc(C)nc2c1c(=O)nc(SCc1ccccc1F)n2C1CC1
  nt	-5%	nt	nt	nt	5	-2%
CC(C)(C)C(=O)N1CCN(c2nccc(Nc3ccccc3Cl)n2)CC1
  nt	5%	i	?	?	19	9%
COc1ccc(-c2cc(N3CCC(NC(=O)COc4ccccc4C)CC3)n[nH]2)cc1
  -1%	?	?	25µM*	?	18	?

# Entries of single compounds, looked up by structure.
# CC1=C(CCC(C)CC(=O)O)[C@@]2(C)CCCC(C)(C)C2CC1=O (stereo not given in full) across the screens: Luciferase inh: nt; SNCA expr inhib: nt; GPT2 inh: i; 3T3 cytotox: nt; HEK cytotox: nt; IP6K1 inh: 18; SNCA viab count: -8%
# O=C(CC1COCCN1)N1CCN(C(=O)c2ccco2)CC1 (stereo not given) across the screens: Luciferase inh: 6%; SNCA expr inhib: 2%; GPT2 inh: -8%; 3T3 cytotox: -3%; HEK cytotox: -10%; IP6K1 inh: 11; SNCA viab count: -2%

# Following part:
# The line under a structure holds: Luciferase inh	SNCA expr inhib	GPT2 inh	3T3 cytotox	HEK cytotox	IP6K1 inh	SNCA viab count
COc1ccc(N(C)C(=O)c2c(C)oc3c2CN(Cc2ccc(F)cc2)CC3)cc1
  ?	16%	i	?	?	1	-7%
Cn1ccc(NC(=O)C2(C)CN(Cc3ccccc3)Cc3ccc(N4CCOCC4)nc32)n1 (stereo not given)
  6%	-14%	-15%	?	?	22	-13%
COc1ccc(/C=C(\C#N)c2nc3ccccc3n2C)c(OC)c1
  nt	169%[activator]	nt	nt	nt	19	9%
Cc1ccc(CCN2CCCCC23Cc2ccccc2CN([S+](C)(=O)[O-])C3)cc1 (stereo not given)
  nt	-30%	i	?	79µM*	3	-5%
CNC(=O)c1cc(Nc2nnc(-c3ccc(O)cc3)c3ccccc23)ccc1OC
  nt	45%[activator]	nt	nt	nt	10	8%
CCc1nc(-c2c3n(c(=O)n(CC(=O)Nc4ccccc4CC)c2=O)CCCC3)no1
  -1%	-10%	i	-39%	-15%	-1	-8%
CCC(=O)N1CCC(=O)N(CCC#N)C[C@H]2COc3ccccc3[C@H]21
  nt	nt	nt	-21%	?	-11	nt
O=C1NCCOCCCN(Cc2cccc(F)c2)[C@H]2CCCC[C@@H]12
  0%	-7%	i	i	i	11	-1%
Cc1nc(NCc2cc(C3CC3)on2)cc(C2CC(O)C2)n1 (stereo not given)
  0%	-18%	i	?	-4%	0	1%
O=C(NCc1cccc(Cl)c1)c1cc2ccc3cccnc3c2[nH]1
  nt	20%	nt	nt	nt	10	-10%
Cn1ncc2c(C(=O)NCc3cccc(Cl)c3)cc(-c3cccnc3)nc21
  nt	?	-2%	?	?	2	-7%
COc1ccccc1-c1nc2c(c(SCC(=O)Nc3ccccc3F)n1)Cc1c(CO)cnc(C)c1O2
  nt	7%	nt	nt	nt	5	?
